RGS4 inh: RGS4 inhibitors, primary screen, cell-based, HEK293 M3R inducible RGS4, calcium flux. Regulator of G-protein signaling 4 (Homo sapiens), P49798. Fluo-4 calcium flux; active compounds read high; triggered by carbachol at its EC20. B-score at 10 µM. 310,000 compounds, 0.45% hits;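 active means B-score, a plate-corrected calcium signal, over three deviations above library mean, with baseline fluorescence within five deviations of library mean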;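 further: RGS4 expression induced by doxycycline in cells with stable M3 receptor; B-score is computed from the integrated fluorescence ratio over baseline after carbachol; higher B-score means a larger calcium signal and so more RGS4 inhibition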
Target sequence (P49798 whole entry, looked up): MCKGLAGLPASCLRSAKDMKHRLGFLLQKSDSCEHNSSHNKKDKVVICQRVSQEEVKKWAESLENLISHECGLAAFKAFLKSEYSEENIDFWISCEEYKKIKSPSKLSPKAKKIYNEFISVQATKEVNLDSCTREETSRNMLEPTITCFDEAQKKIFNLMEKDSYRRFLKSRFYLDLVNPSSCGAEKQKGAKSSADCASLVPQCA
KCNK9 block: KCNK9 potassium channel inhibitors, primary screen, HEK293 cells, thallium flux; Potassium channel subfamily K member 9 (Homo sapiens), Q9NPC2; FluxOR thallium flux fluorescence; active compounds read low; B-score at 10 µM; 310,000 compounds, 1.2% hits;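 active means ratio B-score over 3 SD below the library mean, with starting fluorescence within 5 SD of its mean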;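 further: negative B-score means less thallium flux so channel inhibition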
Target sequence (Q9NPC2 whole entry, looked up): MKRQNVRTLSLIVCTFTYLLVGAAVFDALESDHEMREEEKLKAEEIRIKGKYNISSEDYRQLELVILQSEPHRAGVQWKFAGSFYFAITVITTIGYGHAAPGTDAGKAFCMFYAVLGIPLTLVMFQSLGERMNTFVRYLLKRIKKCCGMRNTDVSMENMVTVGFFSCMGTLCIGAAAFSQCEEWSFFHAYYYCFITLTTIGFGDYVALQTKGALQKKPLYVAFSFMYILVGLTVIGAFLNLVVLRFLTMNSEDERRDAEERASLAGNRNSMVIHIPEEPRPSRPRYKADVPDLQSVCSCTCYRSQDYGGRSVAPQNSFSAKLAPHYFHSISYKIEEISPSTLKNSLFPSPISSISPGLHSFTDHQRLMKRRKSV
TMEM16A inh: TMEM16A chloride channel inhibitors, primary screen, cell-based, HTS | Anoctamin-1 (Mus musculus), Q8BHY3 | HEK293 TMEM16A/YFP iodide influx fluorescence, ionomycin | normalized B-score (activity score, 25-100; higher = stronger inhibition) at 10 µM | 310,000 compounds, 1.2% hits;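 active means ratio plate-corrected score three or more library SD toward inhibition, starting fluorescence score within five deviations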;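 further: score derived from kinetic fluorescence span divided by baseline fluorescence per well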
KCNK3 inh: human KCNK3 channel inhibitors, primary screen, CHO cells, FluxOR thallium flux, B-score; FluxOR fluorescence; active compounds read low; B-score at 10 µM; 340,000 compounds, 0.84% hits;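 active means B-score under library mean minus 4 SD, starting fluorescence ratio at most library mean plus 5 SD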;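 further: more negative B-score means stronger inhibition of thallium flux through KCNK3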
HDAC3 inh: HDAC3 deacetylase inhibitors, primary screen, biochemical, fluorescence, cell-free homogeneous; Histone deacetylase 3 (Homo sapiens), O15379; recombinant HDAC3, fluorogenic peptide/trypsin coupled; inhibition, % at 8.3 µM; 320,000 compounds, 0.15% hits; AID 2718, 2010; in the data active means inhibition above about 26%, passing the limit was not always enough; inconclusive means no clear call, values can overlap the other calls
Target sequence (O15379 whole entry, looked up): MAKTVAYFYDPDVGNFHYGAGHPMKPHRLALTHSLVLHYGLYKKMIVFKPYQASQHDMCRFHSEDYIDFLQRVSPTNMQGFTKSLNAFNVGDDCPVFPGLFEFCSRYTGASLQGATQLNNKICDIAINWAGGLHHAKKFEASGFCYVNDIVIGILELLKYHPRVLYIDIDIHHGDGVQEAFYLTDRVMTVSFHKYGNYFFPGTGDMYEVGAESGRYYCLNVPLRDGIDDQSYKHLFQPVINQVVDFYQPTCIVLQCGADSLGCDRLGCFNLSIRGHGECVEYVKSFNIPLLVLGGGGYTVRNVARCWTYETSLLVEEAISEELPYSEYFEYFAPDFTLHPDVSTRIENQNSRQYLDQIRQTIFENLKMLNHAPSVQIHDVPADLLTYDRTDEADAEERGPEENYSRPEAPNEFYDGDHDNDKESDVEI
KCNQ1 inh: inhibitors of human KCNQ1 channel, primary screen, cell-based, thallium flux, high-throughput | B-score at 10 µM | 310,000 compounds, 1.3% hits | AID 2642, 2010 | CHO-K1 KCNQ1, FluxOR thallium flux fluorescence; active compounds read high | Potassium voltage-gated channel subfamily KQT member 1 (Homo sapiens), P51787;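 active means compounds whose thallium flux B-score, printed positive for inhibition, exceeds three library SD while starting fluorescence stays within three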;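 further: channel opened by potassium depolarization with thallium stimulus after 20 min compound exposure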
RGS4 act: RGS4 potentiators or activators, primary screen, cell-based, HEK293 M3R inducible RGS4, calcium flux; AID 463111, 2010; carbachol calcium flux Fluo4; active compounds read low; 310,000 compounds, 0.92% hits; B-score at 10 µM;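 active means B-score of the integrated calcium signal more than 4 SD below the library mean, with starting fluorescence not abnormally high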;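 further: negative B-score means reduced calcium response which marks RGS4 activation or potentiation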
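test system = HEK293 cells with stable M3R and inducible RGS4 | schedule = recording 10 s baseline at 1 Hz, 100 s post-agonist | technique = Fluo4-AM (2 µM) calcium-flux fluorescence, kinetic read | measure = Agonist-evoked peak-minus-minimum fluorescence over baseline, integrated ratio, B score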
SKKanGAS inh: S. pyogenes SKKanGAS growth inhibitors in kanamycin, primary screen, streptokinase expression inhibitor project, SKKanGAS strain, BacTiter-Glo luminescence; 6 h; inhibition, % at 7.5 µM; 300,000 compounds, 1.3% hits;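 active means mean replicate score, as percent of positive control median, at least 50; inconclusive means mean below 50 but one replicate at or above 50; inactive means mean and every replicate below 50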;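 further: strain carries kanamycin resistance gene driven by streptokinase promoter and grows in 40 µg/ml kanamycin; loss of luminescence reflects streptokinase promoter inhibition or plain growth inhibition; 0% = median of DMSO wells and 100% = positive control at its reference dose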
TMEM16A act: TMEM16A chloride channel activators or potentiators, primary screen, cell-based, HTS. Anoctamin-1 (Mus musculus), Q8BHY3. B-score at 10 µM. HEK293 TMEM16A/YFP-H148Q/I152L, iodide quench fluorescence; active compounds read low. 340,000 compounds, 0.3% hits. AID 623877, 2012;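 active means fluorescence-ratio B-score plate-corrected deviation score at least 3 library SD below zero, with starting fluorescence score within 5 deviations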;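 further: channel opened by trigger with iodide after compound preincubation; score built on the fluorescence ratio of max minus min over baseline; more negative score means more quench and so TMEM16A activation or potentiation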
KCNQ1 act: potentiators or activators of KCNQ1 channel, primary screen, cell-based, thallium flux, high-throughput. B-score at 10 µM. CHO-K1 KCNQ1, thallium flux FluxOR fluorescence; active compounds read high. 310,000 compounds, 0.35% hits. Potassium voltage-gated channel subfamily KQT member 1 (Homo sapiens), P51787. AID 2648, 2010;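 active means fluorescence ratio B-score, a plate-corrected score, at least three library SD, with initial intensity B-score within 5 SD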
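Assay system: CHO-K1 cells stably expressing KCNQ1. Medium: assay buffer for compound exposure, DMSO matched across wells. Timing: 37 °C overnight plating, 90-min dark dye load, 20-min compound pretreatment. Signal: kinetic FluxOR fluorescence, 10 s baseline plus 110 s post-stimulus.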
hERG protect: hERG rescue from dofetilide block, primary screen, cell-based, CHO-hERG, FluxOR thallium flux, dofetilide IC70; Voltage-gated inwardly rectifying potassium channel KCNH2 (Homo sapiens), Q12809; dofetilide IC70 present; activation (rescue from dofetilide block), less the hit threshold, % at 10 µM; 310,000 compounds, 0.51% hits; AID 1511, 2009;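 active means activation above the mean of controls blocked by dofetilide plus 5 SD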;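 further: thallium influx through hERG after potassium depolarization seen as dye fluorescence rise; in these data hits start at about 4.7%; inactives centre near -7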
Starred values were filed as active, the others as inactive; i = inactive; u = inconclusive; x = no result given.

The first 3 compounds, ahead of the listing:
Every second line gives: KCNQ1 inh	TMEM16A inh	RGS4 act	hERG protect	TMEM16A act	KCNQ1 act	RGS4 inh	SKKanGAS inh	HDAC3 inh	KCNK3 inh	KCNK9 block
O=C(c1cccs1)N1CCCC(c2nc3c(nnn3Cc3c(Cl)cccc3Cl)c(=O)[nH]2)C1 (configuration not stated)
    i	i	-8.3*	-10	i	i	i	15	-2	i	i
Cc1nc(-c2ccccc2)nc(-c2ccccc2)n1
    i	i	i	-4	i	i	i	1	-2	i	i
Cc1ccc(S(=O)(=O)NC2CCC(C(=O)O)CC2)cc1 (configuration not stated)
    i	i	i	-5	i	i	i	4	1	i	i

This part in full (from the top)
Every second line gives: KCNQ1 inh	TMEM16A inh	RGS4 act	hERG protect	TMEM16A act	KCNQ1 act	RGS4 inh	SKKanGAS inh	HDAC3 inh	KCNK3 inh	KCNK9 block
O=C(c1cccs1)N1CCCC(c2nc3c(nnn3Cc3c(Cl)cccc3Cl)c(=O)[nH]2)C1 (configuration not stated)
    i	i	-8.3*	-10	i	i	i	15	-2	i	i
Cc1nc(-c2ccccc2)nc(-c2ccccc2)n1
    i	i	i	-4	i	i	i	1	-2	i	i
Cc1ccc(S(=O)(=O)NC2CCC(C(=O)O)CC2)cc1 (configuration not stated)
    i	i	i	-5	i	i	i	4	1	i	i
COc1cccc(C(=O)Nc2ccc(NC(=O)Cc3ccccc3)cc2)c1
    i	i	i	-2	i	i	i	15	7	i	i
COc1cccc(OC)c1OCCCOc1ccc(C)cc1Br
    i	i	i	-4	i	i	i	22	-4	i	i
CCc1nn2c(=O)cc(COc3ccc(/C=C4\C(=N)N5N=C(CC(C)C)SC5=NC4=O)cc3)nc2s1
    i	i	i	-12	x	i	i	12	-13	x	i
Cc1ccc(S(=O)(=O)n2c([N+](=O)[O-])cnc2C)c(C)c1C
    i	i	i	-5	i	i	i	6	-1	i	i
CCOc1ccc(C(=O)NCC(=O)OCCCOC(=O)CNC(=O)c2ccc(OCC)cc2)cc1
    i	i	i	-7	i	i	i	-1	-1	i	i
Cc1ccc(OCCC(=O)OCC(=O)NCc2ccccc2)cc1
    i	i	i	-10	i	i	i	-39	-10	i	i
Cc1ccc(C(=O)OCC(=O)Nc2ccc3c(c2)OCO3)cc1S(=O)(=O)N1CCOCC1
    i	i	i	-6	i	i	i	-4	0	i	i
COC(=O)[C@@H]1C[C@@H]2CC[C@@H](O)C[C@@H]2N1Cc1ccc(N2CCN(C)CC2)cc1
    i	i	i	-6	i	i	i	2	-4	i	i
CCOc1cc(C2C(C(=O)OC)=CN(Cc3ccc(Cl)cc3)C=C2C(=O)OC)ccc1O
    i	i	i	-6	i	i	i	13	5	i	i
Cc1cnc(C(=O)OCc2c(C)cc(C(C)(C)C)cc2C)cn1
    i	i	i	-15	i	i	i	-1	6	i	i
CCCCC(=O)Nc1cccn2ncnc12
    i	i	i	-2	i	i	i	-3	0	i	i
COc1ccc(OC)c(NS(=O)(=O)c2cccc3cccnc23)c1
    i	i	i	-4	x	i	i	9	4	i	i
Cc1ccc(Nc2nc(=O)c3cccnc3s2)c(Br)c1
    i	i	i	-3	i	i	i	2	3	i	i
O=C(c1cnn2c(C(F)F)cc(-c3ccccc3)nc12)N1CCCCC1c1cccnc1 (configuration not stated)
    i	i	i	-7	i	i	i	7	-2	i	i
COc1cc(NC(=O)C2C3CCC(O3)C2C(=O)O)cc(OC)c1 (configuration not stated)
    i	i	i	-9	i	i	i	1	0	i	i
O=C(Cn1nnc(-c2ccccc2NC(=O)c2cccs2)n1)Nc1ccccc1
    i	i	i	1	i	i	i	46	-11	i	i
COc1cc2ccccc2cc1C(=O)Nc1ccc2oc(=O)ccc2c1
    i	i	i	-7	i	i	i	-1	-4	i	i
c1csc(-c2nnc(N3CCCCCC3)c3ccccc23)c1
    i	i	i	-10	i	i	i	x	4	i	i
COC(=O)C1=C(C)N(c2ccc(C(=O)OC)cc2)C(=O)C1
    i	i	i	-14	i	i	i	-11	10	i	i
CN(C)S(=O)(=O)c1cccc(NC(=O)COC(=O)c2cccc(S(=O)(=O)N3CCc4ccccc4C3)c2)c1
    i	i	i	-14	i	i	i	12	2	i	i
COc1ccccc1Cn1c(=O)oc2ccc(C)cc21
    i	i	i	-7	i	i	i	3	3	i	i
CC(=O)NS(=O)(=O)c1ccc2c(c1)C(=O)c1cc(S(=O)(=O)NC(C)=O)ccc1-2
    i	i	i	-4	i	i	i	3	0	i	i
O=C(NNC1CC(=O)N(c2ccc3c(c2)OCCO3)C1=O)c1ccc(Cl)cc1 (configuration not stated)
    i	i	i	-10	i	i	i	2	-1	i	i
Cc1ccc(C(=O)NCCCNC(=O)c2ccccn2)cc1
    i	i	i	-11	i	i	i	-1	-5	i	i
CCn1c(SCC(=O)Nc2ccccc2N2CCCCC2)nc2c1c(=O)n(C)c(=O)n2C
    i	i	i	-17	i	i	i	4	1	i	i
CCn1c(SCC(=O)N2CCCC2)nc2c(c1=O)SCC2
    i	i	i	-6	i	i	i	-1	x	i	i
COC(=O)c1c(C)[nH]c(O)c1C=Nc1ccc(C(C)C)cc1
    i	i	i	-5	i	i	i	0	12	i	i
CCOC(=O)c1ccc(NC(=O)c2ccccc2N(C)S(=O)(=O)c2ccccc2)cc1
    i	i	i	-7	i	i	i	-4	-1	i	i
CS(=O)(=O)N1CCC(C(=O)N2CCc3ccccc3C2)CC1
    i	i	i	-1	i	i	i	-3	0	i	i
COc1ccc(COC(=O)Nc2cn(C)nc2C(F)(F)F)cc1
    i	i	i	-10	i	i	i	3	u	i	i
COc1ccc(-n2c(COc3cccc(C)c3)nnc2SCC(=O)NCc2ccco2)cc1
    i	i	i	0	i	i	i	10	1	i	i
CN(C)CCOc1cccc(Cl)c1
    i	i	i	-7	i	i	i	-7	2	i	i
COc1ccc(NC(=O)c2cccnc2SC)cc1S(=O)(=O)N1CCCCC1
    i	i	i	-6	i	i	i	-3	4	i	i
O=C(Cn1[nH]c(=O)c2ccccc2c1=O)Nc1ccc(-c2nnc3n2CCCCC3)cc1
    i	i	i	-2	i	i	i	1	-2	i	i
CC1(C)CC(=O)N(Cc2ccccc2)C(=O)C1
    i	i	i	-1	i	i	i	4	-3	i	i
CCC1(C)Cc2ccccc2-c2nc(NN)[nH]c(=O)c21 (configuration not stated)
    i	i	i	-10	i	i	i	7	-13	i	i
COc1ccc(N(CC(=O)N/N=C/c2ccc(OC)c(OC)c2)S(=O)(=O)c2ccccc2)cc1
    i	i	i	-6	i	i	i	10	0	i	i
CCOC(=O)c1ccc(-c2c(-c3ccc4c(c3)OCO4)noc2C)cc1F
    i	i	i	-5	i	i	i	0	4	i	i
CC1CC(=O)c2cnc(NCc3ccco3)nc2C1 (configuration not stated)
    i	i	i	-4	i	i	i	5	3	i	i
CN(C(=O)CSc1nnc(-c2cccnc2)n1-c1ccccc1F)C1CCS(=O)(=O)C1 (configuration not stated)
    i	i	i	-9	i	i	i	-1	3	i	i
Cc1cccc(OCCCC(=O)Nc2ccc(S(N)(=O)=O)cc2)c1C
    i	i	i	0	i	i	i	-3	-5	i	i
NC(=O)CSc1nnc(Cc2ccc3c(c2)OCO3)o1
    i	i	i	2	i	i	i	1	4	i	i
O=C(NCCC1=CCCCC1)C1CCC(CNS(=O)(=O)c2ccccc2)CC1 (configuration not stated)
    i	i	i	-8	i	i	i	-1	x	i	i
CC(=O)n1nc(-c2cccc(C)c2)nc1SCC(=O)Nc1ccccc1
    i	i	i	-4	i	i	i	-5	-1	i	i
COc1ccc(/C=C2\CCCc3c2nc2ccccc2c3C(=O)OCC(=O)c2c(N)n(C)c(=O)n(C)c2=O)cc1
    i	i	i	-20	x	i	i	19	x	x	i
COC(=O)CC(NS(=O)(=O)c1cccs1)c1cccc2ccccc12 (configuration not stated)
    i	i	i	-9	i	i	i	1	3	i	i
CC(Oc1cccc(NC(=O)c2cccs2)c1)C(=O)c1ccccc1 (configuration not stated)
    i	i	i	-6	i	i	i	-5	-1	-11*	i

Other records follow.
Every second line gives: KCNQ1 inh	TMEM16A inh	RGS4 act	hERG protect	TMEM16A act	KCNQ1 act	RGS4 inh	SKKanGAS inh	HDAC3 inh	KCNK3 inh	KCNK9 block
COc1ccccc1NC(=O)CCC(=O)O
    i	i	i	-13	i	i	i	-16	-5	i	i
Cc1cccc(N2CCN(C(=O)c3ccc(Cl)c(S(=O)(=O)NCc4ccco4)c3)CC2)c1C
    i	i	i	-2	i	i	i	14	16	i	i
Cc1nc2ccccc2c(=O)n1NC(=O)CCC(=O)O
    i	i	i	-10	i	i	i	-14	-3	i	i
CN(C)C=NC(=O)c1ccc([N+](=O)[O-])c(CS(=O)(=O)c2ccc(Cl)cc2)c1
    i	i	i	-2	i	i	i	2	14	i	i
O=C(NNC(=O)C1CC(=O)N(Cc2ccccc2)C1)c1ccc(Br)cc1 (configuration not stated)
    i	i	i	-7	i	i	i	-1	0	i	i
CC(=O)OCC(=O)Nc1ccc(Cl)cc1Cl
    i	i	i	-6	i	i	i	-4	-5	i	i
Cc1cc(N2CCN(C3CCCC3)CC2)n2c(nc3ccccc32)c1C#N
    i	i	i	-6	i	i	i	3	-7	i	i
Cc1ccc(S(=O)(=O)NCc2ccc(C(=O)NC3CCC(C)CC3)cc2)cc1 (configuration not stated)
    i	i	i	-9	i	i	i	-8	6	i	i

High-throughput results as filed in PubChem BioAssay.
